High-throughput results from PubChem BioAssay.
KCNQ1 block = inhibitors of human KCNQ1 potassium channel; B-score at 10 µM; hit rate 1.3% among 310,000; CHO-K1 KCNQ1, FluxOR thallium flux fluorescence; hits give high values;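 active = compounds whose thallium flux B-score, printed positive for inhibition, exceeds three library SD while starting fluorescence stays within three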;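 note: channel opened by potassium depolarization with thallium stimulus after 20 min compound exposure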
Target sequence (P51787 whole entry, looked up): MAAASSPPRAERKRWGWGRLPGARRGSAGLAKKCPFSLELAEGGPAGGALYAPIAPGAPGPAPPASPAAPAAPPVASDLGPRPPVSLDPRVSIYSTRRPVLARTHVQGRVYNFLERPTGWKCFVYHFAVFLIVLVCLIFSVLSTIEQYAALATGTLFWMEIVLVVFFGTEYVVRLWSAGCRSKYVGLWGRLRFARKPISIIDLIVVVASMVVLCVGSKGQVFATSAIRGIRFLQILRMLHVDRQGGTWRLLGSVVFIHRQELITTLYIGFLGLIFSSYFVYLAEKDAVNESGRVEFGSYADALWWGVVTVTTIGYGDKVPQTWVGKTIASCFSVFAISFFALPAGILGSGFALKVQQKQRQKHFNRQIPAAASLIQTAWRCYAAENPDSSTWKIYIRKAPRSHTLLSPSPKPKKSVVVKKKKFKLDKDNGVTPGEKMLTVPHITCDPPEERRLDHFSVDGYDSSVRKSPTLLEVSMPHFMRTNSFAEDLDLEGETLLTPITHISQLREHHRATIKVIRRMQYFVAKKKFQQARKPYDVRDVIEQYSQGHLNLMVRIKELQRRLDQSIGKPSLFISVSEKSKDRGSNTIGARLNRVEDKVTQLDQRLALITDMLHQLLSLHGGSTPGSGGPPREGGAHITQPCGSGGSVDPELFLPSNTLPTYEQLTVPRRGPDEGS
hERG rescue = shields human hERG channel from block by proarrhythmic agents. hit rate 0.51% among 310,000. CHO-hERG, FluxOR thallium flux, dofetilide IC70 present. activation (rescue from dofetilide block), less the hit threshold, % at 10 µM;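 active = activation above the mean of controls blocked by dofetilide plus 5 SD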;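 note: thallium influx through hERG after potassium depolarization seen as dye fluorescence rise; in these data hits start at about 4.7%; inactives centre near -7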
GSK3A inh = human GSK-3 alpha kinase inhibition; P49840; AID 2650; hit rate 0.1% among 320,000; inhibition, % at 10 µM; ADP-Glo luminescence, 60 min;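 in the data active = inhibition above about 50%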;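 note: GST-tagged GSK-3 alpha with peptide substrate and 25 µM ATP; 0% = DMSO neutral wells and 100% = GW8510 positive control wells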
RGS4 act = RGS4 potentiation or activation; hit rate 0.92% among 310,000; HEK293 M3R/inducible RGS4, carbachol calcium flux Fluo4; hits give low values; AID 463111; B-score at 10 µM;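 active = B-score of the integrated calcium signal more than 4 SD below the library mean, with starting fluorescence not abnormally high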;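 note: negative B-score means reduced calcium response which marks RGS4 activation or potentiation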
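Test system: HEK293 cells with stable M3R and inducible RGS4; also added: carbachol at ECmax as muscarinic agonist stimulus; schedule: dye loading 30 min 37 °C, buffer rest 30 min RT; technique: kinetic calcium fluorescence imaging with Fluo4-AM dye, 2 µM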
KCNK9 block = inhibitors of human KCNK9 two-pore domain potassium channel; HEK293 KCNK9, FluxOR thallium flux fluorescence; hits give low values; B-score at 10 µM; hit rate 1.2% among 310,000; Q9NPC2; AID 488922;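 active = ratio B-score over 3 SD below the library mean, with starting fluorescence within 5 SD of its mean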;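 note: negative B-score means less thallium flux so channel inhibition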
HDAC3 inh = inhibitors of human histone deacetylase 3; O15379; recombinant HDAC3, fluorogenic peptide/trypsin coupled, fluorescence; inhibition, % at 8.3 µM; hit rate 0.15% among 320,000; AID 2718; in the data active = inhibition above about 26%, passing the limit was not always enough; inconclusive = no clear call, values can overlap the other calls
DYRK1A inh = blocks rat Dyrk1A kinase activity; Q63470; ADP-Glo luminescence, NFATc1 peptide; inhibition, % at 12.5 µM; hit rate 0.43% among 310,000; AID 504441; in the data active = inhibition above about 50%;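 note: plate controls were vehicle with enzyme for no effect and no enzyme for full effect; many of its hits are not listed in these tables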
PolyA inhibitor = inhibitors of polyadenylation in S. cerevisiae; calls only at 12 µM; hit rate 0.02% among 300,000; S. cerevisiae SKY197-pL101 polyadenylation reporter, beta-gal luminescence; efflux-impaired pdr1/pdr3 knockout yeast; score 100 = 6 SD above DMSO;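 active = lowest replicate activity score at least 50, where 100 means six control SD above control mean; inconclusive = lowest score under 50 but half or more replicates reach 50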;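 note: yeast exposed to compound for 9 h at 30 °C; higher score means more reporter readthrough which indicates perturbed polyadenylation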
GSK3B inh = human GSK3beta kinase inhibition. GST-GSK3beta kinase, ADP-Glo luminescence, 60 min; hits give low values. activity score (negative = inhibition), % at 10 µM. hit rate 0.038% among 300,000;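 active = more than half of replicate wells score below -50%, meaning over 50% inhibition versus plate controls; inconclusive = some replicates but at most half score below -50%; inactive = no replicate scores below -50%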;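 note: 0% = median DMSO wells and -100% = median GW8510 positive control wells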
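Assay system: GST-fused GSK3beta enzyme, cell-free / Medium: Tris pH 7.5 buffer with MgCl2, DTT, BSA, heparin / Also added: peptide substrate plus 25 µM ATP (final) / Compound: 10 µM single point / Timing: kinase reaction with compound 60 min at room temperature / Detection: ADP-Glo luminescence / Benchmarks: DMSO neutral wells and GW8510 at 20 µM as positive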
KCNQ1 pot = potentiates or activates the human KCNQ1 potassium channel | P51787 | CHO-K1 KCNQ1, thallium flux FluxOR fluorescence; hits give high values | B-score at 10 µM | hit rate 0.35% among 310,000 | AID 2648;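 active = fluorescence ratio B-score, a plate-corrected score, at least three library SD, with initial intensity B-score within 5 SD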
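Schedule – 37 °C overnight plating, 90-min dark dye load, 20-min compound pretreatment · System – stable KCNQ1 CHO-K1 line · Probe or stimulus – thallium- and potassium-containing depolarizing buffer · Measured by – kinetic FluxOR fluorescence, 10 s baseline plus 110 s post-stimulus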
KCNK3 inh = human KCNK3 channel inhibition, primary screen; O14649; CHO-KCNK3 thallium flux, FluxOR fluorescence; hits give low values; B-score at 10 µM; hit rate 0.84% among 340,000; AID 602410;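 active = B-score under library mean minus 4 SD, starting fluorescence ratio at most library mean plus 5 SD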;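 note: more negative B-score means stronger inhibition of thallium flux through KCNK3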
Target sequence (O14649 whole entry, looked up): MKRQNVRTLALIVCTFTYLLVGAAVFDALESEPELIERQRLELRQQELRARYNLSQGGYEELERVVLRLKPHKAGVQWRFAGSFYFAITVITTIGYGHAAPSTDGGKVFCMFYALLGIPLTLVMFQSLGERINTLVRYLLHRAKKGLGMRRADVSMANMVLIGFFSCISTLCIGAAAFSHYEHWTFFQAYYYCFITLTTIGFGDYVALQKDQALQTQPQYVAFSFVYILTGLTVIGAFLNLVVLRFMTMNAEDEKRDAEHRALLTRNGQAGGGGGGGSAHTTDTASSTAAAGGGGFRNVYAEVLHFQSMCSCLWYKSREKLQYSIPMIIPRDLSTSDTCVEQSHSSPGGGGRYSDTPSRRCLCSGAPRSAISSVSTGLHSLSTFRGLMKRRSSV
* = called active by the depositor; i = inactive; u = inconclusive; x = no result given. Some of the compounds tested (hit frequency here may not be typical).

#	mol	KCNK3 inh	RGS4 act	KCNQ1 pot	GSK3A inh	GSK3B inh	hERG rescue	DYRK1A inh	KCNK9 block	KCNQ1 block	HDAC3 inh	PolyA inhibitor
1	COc1cccc(C(=O)N2CCCc3ccccc32)c1	i	i	i	-3	-2	-11	3	i	i	-7	i
2	COc1ccc(C(C)(C)C)cc1NC(=O)c1cc(S(=O)(=O)N(C)C)ccc1N1CCCC1	i	i	i	x	-3	-12	-4	i	i	x	i
3	OC(COC(c1ccc(F)cc1)c1ccc(F)cc1)CN1CCc2ccccc2C1 (stereo unspecified)	i	i	i	-1	1	-18	-3	i	i	1	i
4	O=C(COC(=O)C(O)c1ccccc1)c1ccc2c(c1)OCCO2 (stereo unspecified)	i	i	i	-2	1	-2	11	i	i	8	i
5	CCOc1cc(C(=O)Nc2ccc3c(c2)OCO3)ccc1OC(F)F	i	i	i	-3	-4	-5	-10	i	i	8	i
6	CCCNC(=O)COC(=O)C1CCN(S(=O)(=O)c2ccc3c(c2)OCCO3)CC1	i	i	i	1	-1	-6	-2	i	i	-2	i
7	Cc1ccc(-c2cc(C(F)F)nc(S(C)(=O)=O)n2)cc1	i	i	i	-1	0	-6	1	i	i	-2	i
8	O=C(CCCC(=O)OCC(=O)c1ccc(Cl)cc1Cl)Nc1cc(C(F)(F)F)ccc1Cl	i	i	i	-4	1	-4	4	i	i	u	i
9	CCOC(=O)C1C(=O)NC(N2CCN(CC)CC2)=NC1c1ccccc1 (stereo unspecified)	i	i	i	-6	1	-13	-8	i	i	-2	i
10	Nn1c(-c2ccc(F)cc2)nc2ccccc2c1=O	i	i	i	1	4	-4	-2	i	i	0	i
11	N#Cc1c(-c2ccccc2)ccnc1Oc1ccccc1	i	i	i	-2	0	-5	2	i	i	6	i
12	Cc1cc(NC(=O)COC(=O)C2CC(=O)N(c3cccc(Cl)c3)C2)no1 (stereo unspecified)	i	i	i	2	1	-9	-6	i	i	3	i
13	CCOc1ccc(-n2c(=S)sc3c(=O)[nH]c(SCC(=O)N4CCC(C)CC4)nc32)cc1	i	i	i	-4	7	-18	-2	i	i	9	i
14	CCOc1cc(S(=O)(=O)Nc2ccc(Cl)cn2)ccc1Cl	i	i	i	-2	4	-4	-5	i	i	-1	i
15	Nc1c(C(=O)Nc2ccc3c(c2)OCCO3)nnn1Cc1cccc(Br)c1	i	i	i	-2	1	-10	4	i	i	7	i
16	O=C(CN1CCN(Cc2ccc(F)cc2)CC1)NCc1ccccc1	i	i	i	-1	-4	-4	-5	i	i	-5	i
17	O=C(CN1CCN(c2ncccn2)CC1)N(Cc1ccccc1)c1ccc(F)cc1	i	i	i	-1	0	0	-1	i	i	8	i
18	CCN(CC)c1ccc(NC(=O)c2ccc(=O)[nH]c2)cc1S(=O)(=O)Nc1ccc(OC)cc1	i	i	i	x	2	-8	0	i	i	x	i
19	N=C1C(c2ccccc2)=C(O)C2CCc3ccccc3N12 (stereo unspecified)	i	i	i	0	0	-5	5	i	i	4	i
20	O=C(CCN1CCOCC1)NNC(=O)/C(=C/c1ccccc1)NC(=O)c1ccccc1	i	i	i	0	0	-9	-1	i	i	0	i
21	CCOC(=O)C1CCCN(C(=O)N2CCOCC2)C1 (stereo unspecified)	i	i	i	2	2	-3	1	i	i	-8	i
22	Cc1ccc(C(=O)NC(=S)NNS(=O)(=O)c2ccccc2)cc1	i	i	i	-6	4	-3	2	i	i	7	i
23	Cc1cc(-n2nc(C)cc2C)nc(NS(=O)(=O)c2ccccc2Cl)n1	i	i	i	-11	-1	-8	1	i	i	4	i
24	COc1ccc(-c2c(NC(=O)c3ccco3)oc3ccccc3c2=O)cc1OC	i	i	i	-1	-1	-10	8	i	i	-2	i
25	O=C(CSCC(=O)Nc1nc(-c2ccc3c(c2)OCO3)cs1)Nc1nccs1	i	i	i	1	0	-10	0	i	i	3	i
26	Cc1c(NC(=O)COC(=O)/C=C/c2ccc(Cl)cc2)c(=O)n(-c2ccccc2)n1C	i	i	i	-3	-1	-10	0	i	i	-6	i
27	O=C(NC1CC(=O)N(c2ccccc2)C1)C1CC1 (stereo unspecified)	i	i	i	0	-2	-14	0	i	i	-6	i
28	Cc1ccc(-c2cn(S(=O)(=O)c3ccc(C)cc3)nc2N)cc1	i	i	i	x	-4	-9	6	i	i	x	i
29	O=C(NCc1cccnc1)c1ccc(NC(=O)c2ccc([N+](=O)[O-])cc2)cc1	i	i	i	-3	2	-6	-4	i	i	4	i
30	CCN(CC)CCN(C(=O)/C=C/c1cccs1)c1nc2ccc(F)cc2s1	i	i	i	3	1	-17	-4	i	i	2	i
31	CCNCC(=O)N1c2ccccc2CCc2ccc(NC(=O)OC(C)C)cc21	i	i	i	2	-1	-9	x	-13*	i	1	i
32	O=C1c2ccccc2C(=O)N1c1cccc2cccnc12	i	i	i	-1	-9	-2	-2	i	i	-2	i
33	CC(C)(C)Nc1nc(NN)nc(NC(C)(C)C)n1	i	i	i	-2	-3	-12	17	i	i	2	i
34	O=C(CSc1nnc(CNC(=O)c2cccs2)o1)NCC1CCCO1 (stereo unspecified)	i	i	i	-3	-2	-4	-5	i	i	-2	i
35	COC(=O)CN(C)C(=O)CC1C(=O)NCCN1CC(C)(C)C (stereo unspecified)	i	i	i	-2	1	-8	8	i	i	3	i
36	CCCCc1ccc(NC(=O)CC(C)=O)cc1	i	i	i	5	2	-13	-3	i	i	-3	i
37	Cc1cccc(C(C)C)c1NC(=O)C(C)OC(=O)Cn1cnc2c1c(=O)n(C)c(=O)n2C (stereo unspecified)	i	i	i	1	3	-17	6	i	i	9	i
38	Cc1csc(Nc2ccc(C(=O)O)cc2)n1	i	i	i	9	-1	-5	2	i	i	x	i
39	CC(=O)N1C(=O)C2(C(C#N)=C(N)Oc3c2c(C)nn3-c2ccccc2)c2ccccc21 (stereo unspecified)	i	i	i	3	2	-5	-1	i	i	17	i
40	COc1ccccc1NC(=O)NCCCCc1ccccc1	i	i	i	-1	1	-4	2	i	i	4	i
41	CCOc1ccc(C(=O)Nc2ccc(N3CCN(C)CC3)cc2)cc1	i	i	i	2	-2	-7	2	i	i	-8	i
42	COc1ccccc1-c1c(C)nn2c(C)c(C(C)=O)cnc12	i	i	i	1	1	-9	3	i	i	-7	i
43	Cc1nnc(SCC(=O)Nc2nonc2C)s1	i	i	i	0	-4	-3	-4	i	i	-5	i
44	O=C(Nc1nccs1)c1ccc(S(=O)(=O)NCC2CCCCC2)cc1	i	i	i	-3	-6	-8	4	i	i	5	i
45	CC(C)C1CCC(C(=O)N[C@H](Cc2ccccc2)C(=O)O)CC1 (stereo partly specified)	x	i	i	-3	2	-5	x	i	i	-14	i
46	CCc1nnc(NC(=O)c2cccc(S(=O)(=O)N3CCN(c4ccccc4)CC3)c2)s1	i	i	i	4	1	5.5*	-1	i	i	2	i
47	O=C(c1nc2ccc(Cl)cn2c1CNCCn1ccnc1)N1CCCCCCC1	i	i	i	-1	3	-12	-52	i	i	-7	i
48	O=C(Nc1ccccc1N1CCCC1)c1ccco1	i	i	i	1	x	-9	0	i	i	12	i
49	Cc1cccc(-n2c(SCC(N)=O)nnc2-c2ccccn2)c1C	i	i	i	1	-1	-6	16	i	i	0	i
50	CC(=O)n1cc([C@H]2C=C(C(=O)N3CCN(Cc4ccc5c(c4)OCO5)CC3)O[C@@H](OCc3ccc(CO)cc3)C2)c2ccccc21	i	i	i	x	0	-13	0	i	i	6	i

(next part)
#	mol	KCNK3 inh	RGS4 act	KCNQ1 pot	GSK3A inh	GSK3B inh	hERG rescue	DYRK1A inh	KCNK9 block	KCNQ1 block	HDAC3 inh	PolyA inhibitor
51	O=C(CSc1ncn[nH]1)NCCc1ccc(Cl)cc1	i	i	i	0	-1	-8	1	i	i	-9	i
52	COC(=O)c1cc(NC(=O)Nc2ccccc2)ccc1Cl	i	i	i	-1	0	-8	1	i	i	-2	i
53	Cc1cc(N2CCN(S(=O)(=O)c3ccc4c(c3)OCCO4)CC2)n2ncnc2n1	i	i	i	12	4	-5	6	i	i	3	i
54	Cc1cc(C)nc(NC(=O)c2cc(Br)ccc2Cl)n1	i	i	i	-1	1	-12	-5	i	i	-4	i
55	COc1ccccc1C1CN(c2ccccc2)N=C1c1cccs1 (stereo unspecified)	i	i	i	0	3	-7	-7	i	i	-16	i
56	CCOc1ccc(-c2n[nH]c(=S)n2/N=C/c2cc3c(cc2[N+](=O)[O-])OCO3)cc1	i	i	i	13	-8	-3	17	i	i	1	i
57	COc1ccc(OC)c(NC(=O)CN(Cc2ccc(Cl)cc2)S(C)(=O)=O)c1	i	i	i	-2	2	-8	-3	i	i	3	i
58	O=C(CON=C1c2ccccc2-c2ccccc21)NC12CC3CC(CC(C3)C1)C2	i	i	i	-3	2	-17	14	i	i	4	i
59	CCOC(=O)c1c2n(c3ccc(O)cc13)CCCCC2	i	i	i	12	0	-6	-4	i	i	-1	i
60	Cc1cnc(NC(=O)CSc2nnc(-c3ccncc3)n2C2CCCCC2)s1	i	i	i	-3	-5	-13	-5	i	i	0	i
61	O=C(NC1CCCC1)C(c1ccccc1F)N(C(=O)c1csnn1)C1CC1 (stereo unspecified)	i	i	i	0	x	-3	15	i	i	4	i
62	O=C(c1cccnc1)N1N=C(C2CC2)CC1(O)C(F)(F)F (stereo unspecified)	i	i	i	-1	2	-8	1	i	i	x	i
63	CCOC(=O)c1c(O)c2ccccc2oc1=O	i	i	i	-1	1	-14	5	i	i	x	i
